NLRP3 yeast inh – NALP3 inhibition in yeast; Yeast reconstituted NLRP3/ASC/caspase-1, beta-gal luminescence, 24 h; inhibition, % at 10 µM; 330,000 compounds, 0.39% hits;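 active = inhibition of 50% or more; inactive = inhibition below 50%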;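 note: plate controls were induced DMSO wells for no effect and uninduced yeast grown without galactose for full effect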
TIM10 inh – inhibits growth of TIM10 yeast strain. S. cerevisiae TIM10 strain growth, BacTiter-Glo luminescence, 24 h. inhibition, % at 10 µM. 330,000 compounds, 1.4% hits;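 active = inhibition of 40% or more at the single tested concentration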;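 note: wild-type TIM10 isogenic control strain grown at permissive 25 °C; 0% = DMSO yeast wells and 100% = minimal medium wells without yeast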
tim23-1 inh – inhibits growth of tim23-1 mutant yeast; S. cerevisiae tim23-1 growth, BacTiter-Glo luminescence, 24 h; inhibition, % at 20 µM; 330,000 compounds, 1.3% hits; AID 463212;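 active = growth inhibition of the mutant yeast at or above 50%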;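 note: temperature-sensitive mutant grown at 25 °C; plate controls were DMSO-treated mutant yeast for no effect and medium wells lacking yeast for full effect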
NR3A LBD binder – modulators (binders) of human NR3A ligand-binding domain | NR3A LBD differential scanning fluorimetry, Tm shift; 0% = protein alone, 100% = glycine-bound protein | Tm shift relative to glycine control, % at 25 µM | 340,000 compounds, 2.5% hits;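 active = melting temperature shift of at least 10% of the positive control shift, at one fixed dose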
APJ antagonist – APJ receptor antagonism; P35414; CHO-K1 APJ beta-arrestin complementation, luminescence; inhibition, % at 20 µM; 330,000 compounds, 0.32% hits; AID 2521;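 active = inhibition above about 40% at 20 µM, limit read from the data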;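 note: cells challenged with 10 nM apelin-13 agonist together with compound; plate controls were apelin-13 plus DMSO wells for no effect and DMSO wells lacking apelin-13 for full effect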
Target sequence (P35414 whole entry, looked up): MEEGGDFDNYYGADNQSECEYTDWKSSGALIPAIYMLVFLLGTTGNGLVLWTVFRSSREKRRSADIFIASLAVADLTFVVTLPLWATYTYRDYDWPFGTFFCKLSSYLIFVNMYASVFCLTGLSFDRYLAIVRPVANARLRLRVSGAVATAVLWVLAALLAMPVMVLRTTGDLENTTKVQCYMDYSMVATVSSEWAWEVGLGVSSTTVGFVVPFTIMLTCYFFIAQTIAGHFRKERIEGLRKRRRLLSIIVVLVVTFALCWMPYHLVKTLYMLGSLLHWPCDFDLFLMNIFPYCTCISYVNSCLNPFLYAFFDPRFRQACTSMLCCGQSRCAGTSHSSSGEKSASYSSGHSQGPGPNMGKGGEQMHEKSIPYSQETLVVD
tim10-1 inh – tim10-1 yeast growth inhibition; S. cerevisiae tim10-1 ts strain growth, BacTiter-Glo, 24 h; inhibition, % at 20 µM; 330,000 compounds, 2.2% hits;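 active = inhibition of at least 40%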;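 note: mutant grown at 25 °C; 0% = DMSO wells with yeast and 100% = wells holding no yeast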
beta cell repl – MIN6 beta-cell proliferation induction; 330,000 compounds, 0.29% hits; proliferation, % at 10 µM; MIN6 cells proliferation, ATPlite luminescence, 48 h; cells starved in 0.2% serum; 100% = growth in 10% serum;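 active = compounds whose signal lies at least 3.5 SD above the mean of all wells on their plate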;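 note: 0% = DMSO-treated cells in low-serum medium and 100% = 10% serum control; some compounds called inactive have numbers as strong as hits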
MPTP block – inhibitors of mitochondrial permeability transition pore. inhibition, % at 10 µM. AID 602449. 360,000 compounds, 1.4% hits. isolated mouse mitochondria, Ca2+ swelling absorbance, 30 min;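 active = inhibition of 50% or more, scaled per plate between neutral and stimulator controls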;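 note: 0% = DMSO wells given calcium and 100% = 1 mM EGTA wells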
APJ ag – agonists of human APJ apelin receptor. P35414. CHO-K1 APJ PathHunter beta-arrestin, luminescence; 0% DMSO wells, 100% apelin. activation, % at 20 µM. 330,000 compounds, 0.11% hits. AID 2520;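 active = activation more than six SD over the plate average, tested at 20 µM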;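 note: 0% = DMSO alone and 100% = apelin-13 at 10 nM; some results filed as inactive read as strong as hits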
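assay system = CHO-K1 APJ beta-arrestin complementation cell line | input = cell density 1000 per well | dosing = compound 20 µM once, DMSO 1% | timing = compound 90 min 25 °C, reagent 1 h | measured by = luminescence from split beta-galactosidase complementation, Galacton Star/Emerald II substrate | read-out basis = APJ agonist activity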
Active calls of the source: *.

A first look (3 entries):
SMILES	NLRP3 yeast inh	TIM10 inh	tim23-1 inh	NR3A LBD binder	APJ antagonist	tim10-1 inh	beta cell repl	MPTP block	APJ ag
C=CCn1c(SCC(=O)Nc2ccccc2)nc2scc(-c3cccs3)c2c1=O	14	10	3	0	-2	18	-1	0.0	-2
CCN(CC)C(=O)CSc1ncnc2sc(-c3ccccc3)cc12	14	16	24	0	-2	46*	-5	3.2	-2
Nc1nonc1C(=O)N/N=C\c1cc2c(cc1Cl)OCO2	16	-29	1	-2	5	5	7	-0.3	-2

The listing, from the start:
SMILES	NLRP3 yeast inh	TIM10 inh	tim23-1 inh	NR3A LBD binder	APJ antagonist	tim10-1 inh	beta cell repl	MPTP block	APJ ag
C=CCn1c(SCC(=O)Nc2ccccc2)nc2scc(-c3cccs3)c2c1=O	14	10	3	0	-2	18	-1	0.0	-2
CCN(CC)C(=O)CSc1ncnc2sc(-c3ccccc3)cc12	14	16	24	0	-2	46*	-5	3.2	-2
Nc1nonc1C(=O)N/N=C\c1cc2c(cc1Cl)OCO2	16	-29	1	-2	5	5	7	-0.3	-2
O=C(NCCCN1CCOCC1)C(=O)N/N=C/c1ccccc1	3	-2	3	1	-10	2	0	0.6	-3
Clc1ccccc1/C=C/C=N/Nc1nc(N2CCOCC2)nc(N2CCOCC2)n1	18	34	36	-1	-1	17	-1	1.8	-2
Cc1ccccc1Cn1c(=O)n(CCCC(=O)NCc2ccco2)c(=O)c2ccccc21	10	-5	20	-1	6	8	2	-5.2	-1
N#C/C(=C/c1ccc(C(=O)O)cc1)C(=O)NCc1ccccc1	5	3	1	0	-1	3	-2	-2.0	-2
O=[N+]([O-])c1ccc([C@H](O)[C@H](CO)N=Cc2ccccc2O)cc1	6	0	8	0	5	-14	2	-1.1	-2
CCOc1ccc(C(=O)Nc2ccc(C(F)(F)F)n(C)c2=O)cc1	23	1	4	-1	19	21	0	-0.7	1
CC(C)CNC(=O)c1cc2nc3c(c(C(F)(F)F)n2n1)CCc1ccccc1-3	18	6	3	-1	12	-1	-4	-6.4	-2
COc1cc(NC(=O)c2ccccc2)c(OC)cc1NC(=O)CSc1[nH]c(=O)cc(C)c1C#N	-6	14	-12	2	2	-4	3	-0.2	0
COc1ccc(-c2cc(C(=O)Nc3ccc(S(=O)(=O)Nc4onc(C)c4C)cc3)c3ccccc3n2)cc1OC	-16	-2	-20	2	11	9	-1	2.6	-4
COc1ccc2oc(C(=O)N(Cc3ccco3)Cc3cccs3)c(C)c2c1	24	-9	14	0	3	3	-4	-1.6	7
CN(Cc1c(F)cccc1Cl)C(=O)C1=CC=CN2CCS(=O)(=O)N=C12	14	-1	-8	-3	9	-18	-1	0.1	-4
CC(C)NC(=O)C1CCN(C2CCN(Cc3cn[nH]c3-c3ccccc3)CC2)CC1	14	-1	11	0	20	8	-3	-0.8	-3
Cc1onc(-c2ccccc2Cl)c1C(=O)NCc1cccs1	10	-17	-16	7	5	-17	0	-2.9	-4
COC(=O)C1=C(C)N(C)C(=O)/C1=C\c1ccco1	32	10	1	-1	3	6	0	0.6	5
CCOc1ccc(N2C(=O)C3Sc4[nH]c(=O)sc4C(c4ccc(OC)c(OC)c4)C3C2=O)cc1 (stereo not drawn)	6	21	13	-1	18	11	2	0.4	-3
Nc1nc(-c2ccc(-c3ccccc3)cc2)cs1	29	0	54*	4	-4	27	-5	1.2	-1
O=S(=O)(Cc1ccc(Cl)cc1)Nc1ccc2c(c1)OCO2	34	38	59*	-1	11	36	1	0.7	-1
CN1CCC(N(C)S(=O)(=O)c2ccc(NC(=O)COc3ccc(F)cc3)cc2)CC1	26	5	-14	-1	-5	1	-2	-0.7	-1
N#C/C(=C\c1ccccc1)C(=O)NC1CC1	21	23	28	0	-2	14	-3	-0.1	2
CC(=O)Nc1ccc(S(=O)(=O)N2CCC(c3nc4c(nnn4Cc4ccccc4Cl)c(=O)[nH]3)CC2)cc1	4	-18	11	-404	-4	4	-4	-0.7	-3
COc1ccccc1NC(=O)C(C)N(C)CC(=O)Nc1cccc2ccccc12 (stereo not drawn)	15	-16	-4	2	3	4	-1	-2.1	-2
CCCCOc1ccc(N2C(=O)CC(NCCc3ccc(S(N)(=O)=O)cc3)C2=O)cc1 (stereo not drawn)	12	12	5	2	3	27	-2	-0.9	-8
CCOc1ccc(N(CC(=O)NC(C(C)C)C(C)C)S(=O)(=O)c2ccc(OC)c(OC)c2)cc1	16	23	22	-1	11	17	-3	-1.2	-3
CN1CCN(c2ccccc2NC(=O)c2ccccc2F)CC1	-2	-1	3	-1	-6	9	0	0.9	-6
O=C1Cn2c(nc3ccccc32)-c2ccccc2N1	16	-22	-2	-1	10	-14	-3	-1.4	-4
CCN(C(=O)Cc1ccc(Br)cc1)C1CCCCC1	8	25	30	0	15	26	1	2.8	-7
COc1ccc(N(C)S(=O)(=O)c2cccc(C(=O)Nc3ccc(-n4cnnn4)cc3)c2)cc1	15	4	-19	26*	-20	16	-3	2.8	7
CCCc1cc(=O)oc2cc(C)cc(OCC(=O)Nc3ccc(S(N)(=O)=O)cc3)c12	7	-13	-4	2	2	-3	-4	-1.2	8
CCC(CC)c1nnc(NC(=O)c2cc(C(=O)OC)cc([N+](=O)[O-])c2)s1	16	8	25	-7	-5	39	0	2.9	-2
CCCNC(=S)N1CCC(C(=O)c2ccc(OC)cc2)CC1	-11	15	0	-2	-3	26	-2	4.1	-4
O=C(NCC1(N2CCCCC2)CCCCC1)c1cccc(NS(=O)(=O)c2ccccc2)c1	10	7	0	6	5	1	-3	-0.5	-1
Cc1occc1-c1nnc(SCC(=O)NCCc2ccccc2)n1Cc1ccccc1	2	29	4	-1	-3	30	-2	-1.7	-2
O=C(NCc1ccc(Cl)cc1)c1cc2ccccn2n1	9	-11	19	-1	-7	2	3	0.2	-4
COc1cc(CN2CCNC(=O)C2CC(=O)N2CCc3ccccc3C2)cc(OC)c1 (stereo not drawn)	6	-2	12	0	-10	21	0	1.2	-4
CN1CCN(CC(=O)N2N=C(c3cccs3)CC2c2ccco2)CC1 (stereo not drawn)	13	2	1	-2	10	2	-1	0.2	2
CCn1nnc2cc(C(=O)N3CCC(C(=O)OC)CC3)ccc21	3	1	10	-1	-4	4	0	0.0	-4
CCN(CC)C(=O)c1sc(N2C(=O)Nc3ccccc3N2O)c(C(=O)OC)c1C	6	0	4	-1	-8	11	-1	2.3	-2
Cc1ccc(Nc2nc(NCC3CCCO3)nc(N)c2[N+](=O)[O-])cc1C (stereo not drawn)	11	17	28	-14	7	28	0.0*	0.3	1
CC(NC(=O)C1CC2CCCC(C1)C2=O)c1ccccc1 (stereo not drawn)	9	5	-8	0	7	-1	-2	1.0	1
C/C(Cl)=C\Cn1c(O)c(N=NC(N)=S)c2cc(Br)ccc21	1	42*	31	-2	34	22	-6	0.4	-9
COc1cccc(C(C)NC(=O)C2CCCC2)c1 (stereo not drawn)	27	-5	-16	-4	4	-7	-1	-0.9	-2
Cc1cc(C)n2c(SCc3ccccc3Cl)nnc2n1	23	-2	31	0	2	43*	-2	1.1	-2
COCC(=O)OCC(=O)c1cc(C)n(-c2ccc(Br)cc2)c1C	-4	9	21	0	9	38	-4	0.4	-1
CCc1ccccc1NC(=S)N1N=CCC1c1ccccc1 (stereo not drawn)	9	14	19	-2	-1	27	-2	0.9	-1
C=CCSc1ncccc1C(=O)NCc1ccc(C)cc1	13	-20	14	2	8	2	-1	44	-4
Cc1cc2c(cc1S(=O)(=O)N1CCN(c3ccc(Cl)cc3)CC1)OCCN2C	4	9	34	-4	9	17	-4	1.2	-1
Cc1c(C(=O)OCC(=O)N2CCCC2)cccc1[N+](=O)[O-]	12	5	5	0	7	-15	0	2.3	1
CCOc1ccccc1CN1CCN(Cc2ccc(C)o2)CC1CCO (stereo not drawn)	7	-9	3	-2	5	7	2	0.6	-3
CCC(CC)NC(=O)C1CCN(S(=O)(=O)c2cccs2)CC1	14	2	5	1	-5	24	0	0.0	-1
Cc1ccccc1-n1cc(CNC(=O)CCc2nnc(CCc3ccccc3)o2)cn1	6	9	12	-3	-6	3	-1	2.8	-1
Cc1nc(Cc2ccc(OC(C)C)cc2)[nH]c(=O)c1CC(=O)O	1	-43	9	2	-3	5	0	11	-7
Cc1nc(C(F)(F)F)c(C(=O)N/N=C(\N)c2cccnc2)s1	18	-13	6	1	-7	-19	2	-0.8	0
CCc1nc(SCc2ccc(C(=O)OC)o2)c2c(=O)n(C)c(=O)n(C)c2n1	6	-5	14	-2	5	0	2	0.8	-5
Cc1cccn2cc(-c3cccc(S(=O)(=O)N4CCCCC4)c3)nc12	-4	25	46	5	-17	39	-2	-0.3	-4
O=C(NN1C(=O)C2C3CCC(O3)C2C1=O)c1ccc(Cl)cc1 (stereo not drawn)	1	-11	-6	-2	0	-16	-4	-5.5	-1
CC(OC(=O)c1cc(S(=O)(=O)N2CCOCC2)ccc1F)C(=O)NCc1ccc2c(c1)OCO2 (stereo not drawn)	13	2	-7	0	5	-10	-3	-0.2	0
CCN(CC)c1ccc(CC(=O)NC(C)Cc2ccccc2)cc1 (stereo not drawn)	19	-13	12	0	4	6	-1	-4.3	-5

Next structures follow.
SMILES	NLRP3 yeast inh	TIM10 inh	tim23-1 inh	NR3A LBD binder	APJ antagonist	tim10-1 inh	beta cell repl	MPTP block	APJ ag
O=c1c(Cc2ccc(Cl)cc2)c(O)ccn1Cc1ccncc1	18	-14	-13	5	-2	-2	-1	0.3	-3
N#Cc1cnn(-c2ccc(F)cc2)c1N	14	-8	-19	2	-23	-6	-1	2.3	0
Cc1nn(CCN)c(C)c1Cl	29	-3	-12	-1	-3	-6	-2	-2.5	-3
CCOc1ccc(S(=O)(=O)N2CCN(S(=O)(=O)c3ccc(OCC)cc3)C(C)C2)cc1 (stereo not drawn)	-18	1	15	1	-9	39	-2	13	-1
COC(=O)c1ccc(CNC(=O)Cn2nnnc2CN(C)C(C)C)cc1	7	-5	-8	2	-18	-8	-2	0.1	-3
CCCCn1nc(C(=O)NCc2ccccc2CN2CCCC2)c2ccccc2c1=O	16	13	-3	0	-2	2	-2	-1.4	-4
O=C(OCc1ccc([N+](=O)[O-])cc1)c1cc2ccccc2oc1=O	4	-1	-11	2	-5	-1	-1	-2.1	0
CCCC(=O)Nc1ccc(Cl)c(-c2nc3ncccc3o2)c1	10	-1	17	-2	-4	8	-4	2.2	-1
CC1CCCN(S(=O)(=O)c2ccc(S(=O)(=O)N3CCCC3)cc2)C1 (stereo not drawn)	6	6	-10	-1	-2	-26	-3	2.8	0
CCOc1ccccc1Oc1cn[nH]c1-c1ccc(OC)cc1O	37	-80	-69	-5	-9	-13	-2	2.8	-3
CCC(=O)Nc1cccc(-c2cn3cccc(C)c3n2)c1	13	13	13	15*	18	-2	-2	0.2	3
Cn1c(N)c(N=O)c(=O)n(C)c1=O	11	-8	-8	1	-10	5	-1	1.2	-2
COC(=O)[C@]1(C)N[C@H](CN(C)S(=O)(=O)c2ccc(-c3ccccc3)cc2)[C@@H]2C(=O)N(Cc3ccccc3)C(=O)[C@@H]21	5	6	19	4	5	14	-4	2.3	-4
CCc1ccc(NC(=O)COn2nnc3ccc(S(=O)(=O)N(C)C)cc32)cc1	10	-6	7	-1	16	19	-4	1.8	1
Cc1ccc(S(=O)(=O)N2CCCCC2)cc1NC(=O)CNc1ccc(C(F)(F)F)cc1	3	2	19	4	14	8	-4	2.0	-5
COc1ccc(C(Cl)=C(c2ccc(OC)cc2)c2ccc(OC)cc2)cc1	18	12	6	-2	3	12	-5	3.6	-7
